# Giardia killer – Small Molecules that selectively kill Giardia lamblia: qHTS. Giardia lamblia trophozoite viability. activity change, % at 7.66 µM, hits read low. 340,000 tested, 0.15% active. AID 540267, 2011; in the data active = activity change below about -80%; inconclusive = between about -30% and that limit;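 also: parasites exposed to compound for two days anaerobically before the ATP read; % is scaled to controls: 0 for no effect and ±100 for the full control effect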
#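 Media and compound were dispensed first, then trophozoites at 100 cells/well; plates sat 48 hrs at 37 deg C without oxygen before ATP luminescence reagent was added and read after 15-30 min at room temperature.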
# PKM2 activator – qHTS Assay for Activators of Human Muscle isoform 2 Pyruvate Kinase | Potency, µM (highest dose often 57.5 µM), for the others: top-dose activation, hits mostly activators | purified PKM2, Kinase-Glo ATP luminescence, activation; response scale: 0% is enzyme alone, no compound | 260,000 tested, 0.34% active | Pyruvate kinase PKM (Homo sapiens), P14618; also: potency is read from the fitted curve at half-maximal effect; % is scaled to controls: 0 for no effect and ±100 for the full control effect; nearly all actives have a fitted effect of over 55% in size
#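 Purified hPK-M2 (>95% pure) converted ADP (0.1 mM final) to ATP with 0.5 mM PEP in 50 mM imidazole pH7.2, KCl, MgCl2, Tween 20, BSA; 1 h at room temperature. ATP detected by Kinase-Glo luminescence.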
# B2AR arrestin – qHTS assay of beta-arrestin-biased ligands of beta2-adrenergic receptor; Beta-2 adrenergic receptor (Homo sapiens), P07550; beta-arrestin recruitment to beta2AR, cell-based reporter; Potency, µM (series often up to 46.1 µM), without a hit: at the highest dose activation, actives largely listed as activators; 330,000 tested, 0.02% active; AID 492947, 2010;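 also: potency is read from the fitted curve at half-maximal effect; 0% = DMSO controls and full agonism = EC100 isoproterenol or metaproterenol; nearly all actives have a fitted effect of over 65% in size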
# Target sequence (P07550 whole entry, looked up): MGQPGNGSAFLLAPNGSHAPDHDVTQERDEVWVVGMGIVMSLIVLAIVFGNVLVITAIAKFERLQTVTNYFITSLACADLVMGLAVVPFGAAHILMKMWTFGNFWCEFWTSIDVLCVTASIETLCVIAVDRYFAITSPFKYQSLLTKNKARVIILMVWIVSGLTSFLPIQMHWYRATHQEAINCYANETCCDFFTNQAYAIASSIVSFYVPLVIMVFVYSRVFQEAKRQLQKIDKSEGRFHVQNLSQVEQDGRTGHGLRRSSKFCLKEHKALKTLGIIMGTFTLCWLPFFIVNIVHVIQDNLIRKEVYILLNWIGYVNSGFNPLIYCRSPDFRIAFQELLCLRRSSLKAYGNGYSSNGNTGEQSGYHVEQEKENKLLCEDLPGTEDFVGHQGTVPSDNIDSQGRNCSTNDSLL
# Coupling enz – qHTS Assay for Inhibitors of Fructose-1,6-bisphosphate Aldolase from Giardia Lamblia: Coupling assay counterscreen | activity change, negative = inhibition, % at 58.2 µM, hits read low | AID 2472, 2010 | 290,000 tested, 0.67% active | coupling enzyme system counterscreen, AmpLite Red fluorescence; in the data active = activity change below about -30%; also: % is scaled to controls: 0 for no effect and ±100 for the full control effect
#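 Counterscreen of the coupled detection system alone, without aldolase: glyceraldehyde-3-phosphate coupling enzymes plus AmpLite Red readout. Compounds at 57.5 uM final, 10 min RT preincubation, 20 min RT reaction, fluorescence 525/598 nm.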
# TRPV1 agonist – HTS Assay for Compounds that Act as Agonists of the Vanilloid Receptor 1; TRPV1-expressing cells, Fluo-8 calcium influx, agonist mode; Transient receptor potential cation channel subfamily V member 1 (Homo sapiens), Q8NER1; 320,000 tested, 0.19% active; activation, % at 8.33 µM; in the data active = activation above about 80%; inconclusive = between about 30% and that limit; also: 0% is about no effect
#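 TRPV1-expressing cells were cultured overnight at 35.5C and loaded with Fluo-8 calcium dye for 40 to 90 min at room temperature. After a 10 s baseline, compound was added and calcium influx was read kinetically for 3 min (ex 480/em 520 nm).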
# MLL CXXC-DNA inh – qHTS Fluorescence Polarization Assay for Inhibitors of MLL CXXC domain - DNA interaction; Histone-lysine N-methyltransferase 2A (Homo sapiens), Q03164; MLL-CXXC / FITC-HOXA9 DNA fluorescence polarization; Potency, µM (top dose mostly 115 µM), without a hit: at the top dose activity change, negative = inhibition, actives largely listed as inhibitors; 290,000 tested, 0.037% active; AID 2662, 2010; active = well fitted inhibition curve with a large enough effect in the polarisation, with a control signal flat, not every such curve was filed as active; inconclusive = small, poorly fitted or top-dose-only effect, or effect the other way, or a change in a side signal; inactive = no such curve, though single readings can be large or run the other way; the % refers to the polarisation; also: potency is read from the fitted curve at half-maximal effect
#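 Fluorescence polarization: 7 uM MLL-CXXC (stock) preincubated 5 min with compounds, then 50 nM fluorescein-HOX-A9 DNA (stock) added; 30 min ambient. Buffer 50 mM Tris-HCl pH 7.5, 50 mM NaCl, 1 mM DTT, 0.05% BSA.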
# hERG WT inh – qHTS for Inhibitors of KCHN2 3.1: Wildtype qHTS. Voltage-gated inwardly rectifying potassium channel KCNH2 (Homo sapiens), Q12809. U2OS, BacMam KCNH2, thallium flux FluxOr; stronger effect = lower value. activity change, % at 1.84 µM. 340,000 tested, 0.37% active. AID 720551, 2013;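 active = maximum activity change below -70%; inconclusive = maximum activity change between -70% and -50%; inactive = maximum activity change above -50%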; also: % is scaled to controls: 0 for no effect and ±100 for the full control effect
#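 U2OS cells were transduced with wild-type KCNH2 virus (2.03 x 10^8 / mL) for 4 h at room temperature, then cultured overnight at 37 C. Thallium flux was read with FluxOr dye. Rate constants were normalized to DMSO controls.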
# KCNH2 3.1 inh – qHTS for Inhibitors of KCHN2 3.1: Mutant qHTS; U2OS KCNH2 3.1, thallium flux FluxOr; stronger effect = lower value; activity change, % (tested at about 1.8 µM); 340,000 tested, 0.95% active; AID 720553, 2013;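 active = maximum activity change below -70%; inconclusive = maximum activity change from -70% to -50%; inactive = maximum activity change above -50%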;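 also: thallium influx rate constant from kinetic fluorescence after stimulation buffer; % is scaled to controls: 0 for no effect and ±100 for the full control effect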
#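 Kinetic fluorescence (2 min after stimulation buffer) measures Tl+ influx through KCNH2 3.1 expressed by viral transduction in U2OS cells; the rate constant is normalized against DMSO controls serving as positive and negative references.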
# Menin MLL FP TR – qHTS Assay for Inhibitors Targeting the Menin-MLL Interaction in MLL Related Leukemias: Competition With Texas Red Labeled MLL-derived Mutant Peptide. Potency, µM (highest dose often 61.6 µM), for the others: at the highest dose FP activity change, negative = inhibition, usual class: inhibitors. O00255. 270,000 tested, 0.23% active. Menin + Texas Red MLL mutant peptide, fluorescence polarization; active = well fitted inhibition curve with a large enough effect in the polarisation, with a control signal flat, not every such curve was filed as active; inconclusive = small, poorly fitted or top-dose-only effect, or effect the other way, or a change in a side signal; inactive = no such curve, though single readings can be large or run the other way; the % refers to the polarisation; also: potency is read from the fitted curve at half-maximal effect; % of control where 0% means no effect; many of its hits are not listed in these tables
# Target sequence (O00255 whole entry, looked up): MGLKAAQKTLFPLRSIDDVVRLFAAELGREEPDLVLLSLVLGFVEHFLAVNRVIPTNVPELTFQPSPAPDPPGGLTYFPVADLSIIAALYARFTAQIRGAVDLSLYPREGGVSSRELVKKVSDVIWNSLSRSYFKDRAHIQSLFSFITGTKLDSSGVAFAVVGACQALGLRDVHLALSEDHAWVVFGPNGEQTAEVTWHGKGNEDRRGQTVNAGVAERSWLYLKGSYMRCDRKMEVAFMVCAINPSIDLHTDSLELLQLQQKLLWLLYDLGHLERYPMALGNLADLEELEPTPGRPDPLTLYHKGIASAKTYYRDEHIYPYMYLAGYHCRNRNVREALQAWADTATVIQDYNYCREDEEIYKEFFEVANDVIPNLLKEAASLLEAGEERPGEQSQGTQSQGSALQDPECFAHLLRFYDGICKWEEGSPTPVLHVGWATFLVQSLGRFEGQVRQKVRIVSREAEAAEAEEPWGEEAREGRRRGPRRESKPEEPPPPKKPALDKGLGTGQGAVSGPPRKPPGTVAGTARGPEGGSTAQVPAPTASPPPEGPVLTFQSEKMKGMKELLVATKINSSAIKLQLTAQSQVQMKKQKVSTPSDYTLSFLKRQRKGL
# USP2a inh – qHTS Assay for Inhibitors of Ubiquitin-specific Protease USP2a Using CHOP2 as the Reporter. Ubiquitin carboxyl-terminal hydrolase 2 (Homo sapiens), O75604. 330,000 tested, 0.01% active. Potency, µM (series often up to 38.3 µM), for inactives: at the highest dose activity change, negative = inhibition, usual class: inhibitors. AID 463254, 2010. USP2 core, Ub-CHOP2 coupled fluorogenic reporter, 485/531;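 also: potency is read from the fitted curve at half-maximal effect; plate controls were DMSO wells for no effect and full inhibition by NEM control for full effect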
#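 USP2 core (10nM final) preincubated 30min RT with compound in 20mM Tris-HCl pH 8.0, 2mM CaCl2, 2mM beta-mercaptoethanol, 0.05% CHAPS; 25nM Ub-CHOP2 plus 25nM reporter substrate added, fluorescence (Ex485/Em531) read after 60min.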
# GALK inhibitor – qHTS Assay for Inhibitors of Human Galactokinase (GALK). P51570. Potency, µM (doses to about 57.5 µM), without a hit: at the top dose activity change, negative = inhibition, most hits filed as inhibitors. 270,000 tested, 0.007% active. Purified GALK, Kinase-Glo residual ATP luminescence; also: potency is read from the fitted curve at half-maximal effect; % is scaled to controls: 0 for no effect and ±100 for the full control effect
#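 Luminescence from leftover ATP (Ultra-Glo luciferase/luciferin) served as read-out after a 1 h room-temperature reaction of 5 nM GALK with 35 uM ATP and 100 uM galactose.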
# An asterisk follows results filed as active; ? = inconclusive; / = not tested or not shown; [ ] = dose if it differs, or a comment. Unless noted, calls follow the shape of the dose curve; as a rule, active = well fitted curve in the direction sought with a large enough effect; inconclusive = small, poorly fitted or top-dose-only effect, or another doubt; inactive = no such curve, though single readings can be large; an effect the other way counts as inactive or inconclusive.
SMILES,Giardia killer,PKM2 activator,B2AR arrestin,Coupling enz,TRPV1 agonist,MLL CXXC-DNA inh,hERG WT inh,KCNH2 3.1 inh,Menin MLL FP TR,USP2a inh,GALK inhibitor
COCCCN(C(=O)c1ccccc1F)c1nc(-c2ccc(OC)cc2)cs1,-2,-9%[11.5 µM],-0.2%,-1,-1,-2%,1,?,12%,-9%,-1%
CCOc1cc(C(=O)OCC(=O)c2c[nH]c3ccccc23)ccc1OCC(=O)N1CCOCC1,-8,-1%,-0.1%,0,-1,-14%,2,2,31%[activator],4%,-2%
CCOC(=O)C1(Cc2cccc(OC)c2)CCN(Cc2cccc(O)c2)CC1,9,6%,-0.2%,-2,20,-1%,5,-24,?,-5%,-1%
COc1c(Cl)cc(Cl)cc1CNCCO,-25,-2%,0.0%,6,1,?,1,1,6%,-1%,7%
O=C(COc1ccc(S(=O)(=O)NCc2ccccc2)cc1Cl)NCC1CCCO1 (stereo not given),-18,4%,0.0%,-3,1,?,-21,0,5%,2%,-3%
CCOc1ccc(-c2c(=O)n(OCc3ccccn3)c3ccccc3[n+]2[O-])cc1,-10,-5%,-1.0%,2,?,61%[activator],-17,1,-3%,8%,0%
CCNC(=S)N/N=C(\C)c1ccc(N2CCOCC2)cc1,3,-4%,4.7%,4,-3,7%,-15,/,1%,-1%,4%
Cc1nn(C2CCS(=O)(=O)C2)c(Cl)c1/C=C/C(=O)OCC(=O)Nc1ccc2c(c1)OCO2 (stereo not given),-14,10%,0.0%,5,1,-12%,2,-6,-4%,1%,0%
O=C(c1cccnc1)N1CCc2ccccc2C1,13,-2%,-1.0%,-2,7,-8%,15,-16,-7%,1%,-3%
CSc1nc(NCCCO)c2c3c(sc2n1)CN(C)CC3,-17,-1%,-1.0%,0,-1,-2%,11,-30,/,-2%,-2%
CCCCn1nc(C(=O)N(CC)CC(=O)Nc2c(F)cccc2F)c2ccccc2c1=O,-2,/,-2.3%,/,2,/,-8,-17,/,3%,/
COc1ccc(/C=N/n2cnnc2)cc1Br,-14,-5%,0.0%,1,5,-12%,-4,7,/,1%,1%
O=C(NC1CCCCC1)C1CCCN1S(=O)(=O)c1cccc2nsnc12 (stereo not given),-2,-4%,-0.3%,2,1,0%,2,13,-8%,4%,-1%
CCCCOc1ccc(-c2ncc(Cl)cn2)cc1,8,4%,-0.2%,6,0,11%,7,-1,-10%,4%,0%
Cc1cc(=O)n2nc(N3CCCC(C(=O)NCc4ccccc4Cl)C3)sc2n1 (stereo not given),-17,/,6.3%,/,1,52%[activator],7,-1,/,1%,-5%
CSc1ccc(/C=C(/NC(=O)c2ccc(C)cc2)C(=O)Nc2cccc(F)c2)cc1,-1,-1%,4.2%,0,19,18%,4,9,-28%,1%,0%
O=C1NCCN/C1=C\C(=O)c1cccc(Br)c1,10,-3%,-0.3%,5,10,-5%,-5,-11,/,0%,-4%
Cc1nn(CC(=O)N2CCN(C(=O)c3ccco3)CC2)c(C)c1[N+](=O)[O-],23,/,0.0%,/,/,/,-9,-4,/,0%,/
O=C(NCCc1ccccc1)c1ccc(S(=O)(=O)N2CCCC2)cc1,-17,/,-0.8%,/,?,/,1,8,/,4%,/
O=c1cc(-c2ccccc2)nc(SCc2ccc(Cl)cc2)[nH]1,-3,1%,-1.1%,0,-1,-4%,0,40,-10%,-1%,2%
Cc1cc(S(=O)(=O)NCc2ccccc2)ccc1OCC(=O)N1CCOCC1,-10,-4%,0.2%,0,0,-5%,-7,8,1%,1%,-1%
Cc1ccc2[nH]c3c(c2c1)CN(C(=O)CN1CC(C)OC(C)C1)CC3 (stereo not given),-2,24%,-0.3%,-33*,/,-7%,-2,-2,-24%,15%,-2%
COc1cc(Cl)c(C)cc1NC(=O)CSc1sc2c(O)cc(=O)[nH]c2c1C#N,7,6%,0.0%,0,-2,1%,-8,10,?,1%,-3%
CCN1CCN(S(=O)(=O)c2ccc(Cl)c(C(=O)NC(C)(C)C)c2)CC1,7,?,0.2%,2,1,15%,0,6,0%,-2%,2%
Cc1ccc(S(=O)(=O)N=S(CC2CC2(Cl)Cl)CC2CC2(Cl)Cl)cc1 (stereo not given),-1,1%,0.2%,2,10,?,-2,15,-10%,0%,1%
Cc1cccc(Cc2cnc(N3C(=N)SC(C)C3=O)s2)c1 (stereo not given),-1,0%,0.3%,0,3,11%,-2,-3,14%,1%,4%
N#CCCCSc1nnc(-c2ccccn2)o1,-2,1%,0.4%,3,0,-7%,-1,15,0%,3%,4%
O=C(c1ccc(Cn2cc(Br)cn2)cc1)N1CCN(c2ccccc2)CC1,8,4.5µM*,0.1%,-3,12,-1%,-9,-15,-28%,0%,-1%
COc1cc2c(cc1OC)C(c1cccs1)N(C(=O)c1cccnc1)CC2 (stereo not given),2,-3%,-0.1%,-1,-4,5%,10,2,-2%,-5%,11%
NS(=O)(=O)c1ccc(NS(=O)(=O)c2cccs2)cc1,12,22%,-0.2%,-6,1,-1%,1,-11,?,5%,-2%

# Reformatted: results already given.
> CSc1ccc(/C=C(/NC(=O)c2ccc(C)cc2)C(=O)Nc2cccc(F)c2)cc1
  Giardia killer = -1
  PKM2 activator = -1%
  B2AR arrestin = 4.2%
  Coupling enz = 0
  TRPV1 agonist = 19
  MLL CXXC-DNA inh = 18%
  hERG WT inh = 4
  KCNH2 3.1 inh = 9
  Menin MLL FP TR = -28%
  USP2a inh = 1%
  GALK inhibitor = 0%
> O=C1NCCN/C1=C\C(=O)c1cccc(Br)c1
  Giardia killer = 10
  PKM2 activator = -3%
  B2AR arrestin = -0.3%
  Coupling enz = 5
  TRPV1 agonist = 10
  MLL CXXC-DNA inh = -5%
  hERG WT inh = -5
  KCNH2 3.1 inh = -11
  Menin MLL FP TR = /
  USP2a inh = 0%
  GALK inhibitor = -4%
> Cc1nn(CC(=O)N2CCN(C(=O)c3ccco3)CC2)c(C)c1[N+](=O)[O-]
  Giardia killer = 23
  PKM2 activator = /
  B2AR arrestin = 0.0%
  Coupling enz = /
  TRPV1 agonist = /
  MLL CXXC-DNA inh = /
  hERG WT inh = -9
  KCNH2 3.1 inh = -4
  Menin MLL FP TR = /
  USP2a inh = 0%
  GALK inhibitor = /

# Carrying on.
SMILES,Giardia killer,PKM2 activator,B2AR arrestin,Coupling enz,TRPV1 agonist,MLL CXXC-DNA inh,hERG WT inh,KCNH2 3.1 inh,Menin MLL FP TR,USP2a inh,GALK inhibitor
O=C(O)CC1S/C(=N\N=C2CCCCCC2)N(c2ccccc2)C1=O (stereo not given),0,-2%,-0.6%,3,0,-3%,-104*,15,/,2%,-3%
Cc1cccc(NC(=O)c2cc(NC(=O)c3ccccc3)ccc2N2CCCCC2)c1,-2,17%,0.1%,2,-7,4%,5,-7,-8%,3%,3%
COc1ccc(C(=O)OCC(=O)Nc2ncc([N+](=O)[O-])s2)cc1OC,?,/,-1.6%,/,1,/,1,1,/,-1%,/
COc1cccc(-n2c(=O)[nH]cc(C(=O)Nc3ccc4c(c3)OCCO4)c2=O)c1,-7,0%,-1.8%,2,2,15%,-3,-5,25%,1%,-3%
CSCCC(NC(=O)c1ccccc1Cl)C(=O)NC1CCN(Cc2ccccc2)CC1 (stereo not given),-3,-1%,0.5%,/,0,-4%,22,5,/,-1%,8%
CC(O)CNCc1ccc(-c2ccccc2)cc1 (stereo not given),4,-1%,-1.2%,-1,3,-8%,-1,4,-21%,1%,-1%
Brc1ccc(C2CC(c3ccccc3)=Nc3ccccc3N2)cc1 (stereo not given),-2,-1%,-0.6%,-10,20,-7%,-3,-1,6%,-2%,2%
CCCCN1C(=O)C(=O)N(c2ccccc2)C1=S,-2,-17%,0.1%,-3,3,-5%,3,-6,-2%,8%,1%

# The list is partial; count on the stated rates, not on these rows.
